Cl transport mod = modulators of human KCC2 chloride dependent transport; 190,000 tested, 2.2% active; KCC2 cells, thallium flux FluoZin-2 fluorescence; AID 1456; B-score of Tl+ flux slope (higher = more flux/activation; lower = inhibition) at 10 µM; Q9H2X9;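 active = thallium flux slope and its plate-corrected score both differing from the plate sample mean at a set confidence after two filtering rounds, in either direction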;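 also: slope of fluorescence scaled to starting intensity during 10 to 20 s after thallium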
Target sequence (Q9H2X9 whole entry, looked up): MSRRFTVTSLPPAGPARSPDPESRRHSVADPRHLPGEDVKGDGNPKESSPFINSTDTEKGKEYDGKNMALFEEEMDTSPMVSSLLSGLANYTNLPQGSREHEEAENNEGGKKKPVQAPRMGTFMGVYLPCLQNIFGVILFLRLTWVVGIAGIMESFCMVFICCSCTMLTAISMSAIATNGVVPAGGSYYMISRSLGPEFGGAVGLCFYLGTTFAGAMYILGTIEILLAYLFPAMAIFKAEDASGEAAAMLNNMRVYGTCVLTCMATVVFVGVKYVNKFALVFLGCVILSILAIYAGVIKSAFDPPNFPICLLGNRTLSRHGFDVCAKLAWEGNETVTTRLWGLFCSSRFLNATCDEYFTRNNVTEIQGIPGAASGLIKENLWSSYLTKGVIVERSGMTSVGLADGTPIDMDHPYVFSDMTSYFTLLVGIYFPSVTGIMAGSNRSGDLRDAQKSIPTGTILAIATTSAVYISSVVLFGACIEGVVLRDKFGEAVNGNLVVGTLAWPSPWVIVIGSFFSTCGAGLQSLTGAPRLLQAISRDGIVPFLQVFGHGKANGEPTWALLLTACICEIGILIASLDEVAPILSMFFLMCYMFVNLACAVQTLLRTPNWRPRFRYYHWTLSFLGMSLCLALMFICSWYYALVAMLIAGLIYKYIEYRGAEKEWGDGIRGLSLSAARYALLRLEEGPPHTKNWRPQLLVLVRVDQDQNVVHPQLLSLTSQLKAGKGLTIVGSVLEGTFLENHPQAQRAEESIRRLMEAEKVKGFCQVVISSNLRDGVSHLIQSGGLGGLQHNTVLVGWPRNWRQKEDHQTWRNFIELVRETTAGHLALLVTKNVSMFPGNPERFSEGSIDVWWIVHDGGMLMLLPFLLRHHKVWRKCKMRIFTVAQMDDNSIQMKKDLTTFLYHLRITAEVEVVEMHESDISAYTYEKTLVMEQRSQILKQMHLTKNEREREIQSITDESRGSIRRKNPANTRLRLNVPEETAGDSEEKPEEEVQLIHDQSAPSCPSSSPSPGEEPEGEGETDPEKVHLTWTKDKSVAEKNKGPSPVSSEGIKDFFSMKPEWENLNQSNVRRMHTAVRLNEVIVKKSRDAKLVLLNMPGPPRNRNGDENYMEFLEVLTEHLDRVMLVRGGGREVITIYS
KLK5 inh = blocks human kallikrein 5 protease activity | inhibition, % at 5 µM | 210,000 tested, 0.59% active | Q9Y337 | recombinant hK5, fluorogenic AMC substrate cleavage;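 active = inhibition of 40% or more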;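 also: 0% = enzyme controls without compound and 100% = no-enzyme blanks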
PERK inhibitor = human PERK inhibition, primary cell-based screen. CHO PERK-DD fusion, SEAP luminescence translation reporter. Q9NZJ5. AID 1416. 220,000 tested, 0.17% active. inhibition, % at 5.6 µM;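 active = inhibition above the mean inhibition of all tested compounds plus 3 SD, set separately per screening campaign, cut at about 2.9% in these data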;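 also: PERK kinase domain activated by AP20187 dimerizer at 100 nM; 0% = DMSO with dimerizer and 100% = rapamycin at 8.4 µM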
Wee1 stabilizer = blocks degradation of human Wee1 kinase; 220,000 tested, 1.2% active; reporter increase, % at 5 µM; HeLa Luc-Wee1K328M stability, luciferase luminescence; 100% = proteasome inhibitor MG132 effect; P30291;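 active = activation above the mean of all tested compounds plus 3 SD, set per screening run, cut at about 8.8% in these data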;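 also: cells exposed to compound for 20 h before luminescence read; 0% = DMSO alone and 100% = MG132 at 30 µM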
Thrombin inh = thrombin (human) inhibition; alpha-thrombin, Boc-VPR-AMC fluorogenic substrate cleavage; inhibition, % at 5 µM; 220,000 tested, 0.26% active; AID 1046;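 active = inhibition at or above 40%; inactive = inhibition below 40%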;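 also: 0% = enzyme with no compound and 100% = wells without enzyme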
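System: human alpha-thrombin protein; Compound dosing: one concentration per compound, 5 µM, with 0.2% DMSO; Timing: reaction at room temperature; Technique: AMC fluorescence, 355/460 nm; Controls: enzyme without compound as high, wells lacking enzyme as low.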
p97 inhibitor = human p97 ATPase inhibition | P55072 | recombinant p97 ATPase, Kinase-Glo ATP luminescence, 3 h | inhibition, % at 8 µM | 220,000 tested, 0.42% active; in the data active = inhibition above about 15%;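 also: 0% = DMSO vehicle and 100% = wells lacking enzyme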
FXIa inh = factor XIa (human) inhibition. purified FXIa, Boc-Glu-Ala-Arg-AMC fluorogenic substrate. 220,000 tested, 0.14% active. inhibition, % at 5 µM. AID 798;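 active = inhibition of at least 40%; inactive = inhibition below 40%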;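 also: fluorescence of freed AMC excited at 355 nm; 0% = enzyme without compound and 100% = no enzyme blank; many of its hits are not listed in these tables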
FXIIa inh 1536 = blocks human coagulation factor XIIa protease activity | P00748 | purified FXIIa, Boc-QGR-AMC fluorogenic substrate, 2 h | inhibition, % at 5 µM | 220,000 tested, 0.3% active; in the data active = inhibition above about 40%;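 also: 0% = enzyme with no compound and 100% = blank without enzyme; many of its hits are not listed in these tables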
Furin inhibitor = human furin inhibition | P09958 | AID 463115 | purified furin, fluorogenic substrate cleavage | 220,000 tested, 0.061% active | inhibition, % at 30 µM; in the data active = inhibition above about 25%; also: inactives centre near -15
Active calls of the source: *; i = inactive; nt = no result given; [ ] = dose if it differs, or a comment. Rows are unselected. Share with any hit: about 4.4%.

#	SMILES	Cl transport mod	KLK5 inh	PERK inhibitor	Wee1 stabilizer	Thrombin inh	p97 inhibitor	FXIa inh	FXIIa inh 1536	Furin inhibitor
1	COc1ccc(S(=O)(=O)N2CCOC2CNC(=O)C(=O)NCCc2ccc(OC)c(OC)c2)cc1 (stereo unspecified)	0.052	10	-1.4	-2	20	-1	11	20	-16
2	COC(=O)C1=CN(C)C=C(C(=O)OC)C1c1ccc(O)c(OC)c1	-0.081	4	-0.2	-2	3	5	9	17	-20
3	CC1CC(CCC(=O)NC(=S)Nc2ccc(S(N)(=O)=O)cc2)C(=O)O1 (stereo unspecified)	1.5	-3	1.2	-1	-12	8	0	3	-2
4	Cc1ccc(C)c(NC(=O)CCC(=O)NNC(=O)c2cccc([N+](=O)[O-])c2)c1	nt	-22	0.5	2	-3	5	-6	-3	-10[20 µM]
5	COc1cc2c(cc1O)C(Cc1ccc(O)cc1)NCC2 (stereo unspecified)	-0.036	-7	0.2	-2	4	2	12	17	-12
6	COc1cc(-c2nc3ccc4ccccc4c3c3c2CCC3)cc(OC)c1O	0.73	-18	-0.8	3	-8	-2	7	7	-14
7	CC(=O)NC1=NN(C(C)=O)C2(CCCC2)S1	0.95	21	0.2	1	-1	-8	6	11	-8
8	O=C(C1CCCN1S(=O)(=O)c1cccc2cccnc12)N1CCN(c2ccccc2)CC1 (stereo unspecified)	nt	-16	0.2	8	0	-1	6	17	-24
9	Cn1c(SCC(=O)c2ccc(F)cc2)nnc1-c1ccccn1	-1.9	-1	0.5	-1	-5	7	1	5	-22
10	COc1ccc(C)cc1S(=O)(=O)N(C)CC(=O)N1CCCCC1	1.2	-5	0.0	-1	3	-1	9	18	-23[20 µM]
11	CCNC(=O)c1ccccc1SCc1ccccc1	-1.9	0	1.3	-1	0	6	5	10	1
12	CCOC(=O)CCCNC(=O)COC(=O)[C@@H]1CCCN1S(=O)(=O)c1ccc(Cl)cc1	0.53	-11	0.9	2	-14	4	-4	5	-6
13	COc1cccc(NC(=O)c2ccccc2SC)c1	0.034	-2	-0.4	-1	3	-2	4	19	-21[20 µM]
14	CC(=O)NC1=NN(c2ccccc2)C(=O)C1	0.72	16	1.1	0	7	4	-5	26	-11
15	CN(C)c1ccc(C2(O)C(=O)c3ccccc3C2=O)cc1	i	-6	0.3	-2	4	9	20	28	-27

Profiles, looked up by structure.
`COc1ccc(C)cc1S(=O)(=O)N(C)CC(=O)N1CCCCC1` in the list: Cl transport mod: 1.2; KLK5 inh: -5; PERK inhibitor: 0.0; Wee1 stabilizer: -1; Thrombin inh: 3; p97 inhibitor: -1; FXIa inh: 9; FXIIa inh 1536: 18; Furin inhibitor: -23[20 µM]
`CC(=O)NC1=NN(C(C)=O)C2(CCCC2)S1` in the list: Cl transport mod: 0.95; KLK5 inh: 21; PERK inhibitor: 0.2; Wee1 stabilizer: 1; Thrombin inh: -1; p97 inhibitor: -8; FXIa inh: 6; FXIIa inh 1536: 11; Furin inhibitor: -8
`COC(=O)C1=CN(C)C=C(C(=O)OC)C1c1ccc(O)c(OC)c1` in the list: Cl transport mod: -0.081; KLK5 inh: 4; PERK inhibitor: -0.2; Wee1 stabilizer: -2; Thrombin inh: 3; p97 inhibitor: 5; FXIa inh: 9; FXIIa inh 1536: 17; Furin inhibitor: -20

The results go on.
#	SMILES	Cl transport mod	KLK5 inh	PERK inhibitor	Wee1 stabilizer	Thrombin inh	p97 inhibitor	FXIa inh	FXIIa inh 1536	Furin inhibitor
16	Cc1occc1C(=O)N1CCCc2ccccc21	0.5	-5	-0.4	7	2	6	2	1	-2[20 µM]
17	Cc1cccc2c(=O)cc(C)n(Cc3ccccc3)c12	0.85	-20	-1.0	2	-4	-2	-5	8	-1
18	O=C(COc1ccccc1)N/N=C/c1ccc2c(c1)OCO2	0.085	-5	0.3	-1	-3	2	-3	4	-19
19	CC1CCCN(S(=O)(=O)c2coc(C(N)=O)c2)C1 (stereo unspecified)	-0.56	-2	1.5	-2	-8	2	2	11	-7
20	CCOC(=O)c1cc2sc(C)cc2n1CC(=O)N1CCOCC1	0.14	10	0.1	5	-2	1	5	5	-12[20 µM]
21	COc1ccc(CNS(=O)(=O)NCc2ccc(C)cc2)cc1OC	-0.76	-2	0.6	2	-2	2	-2	9	-29
22	COc1c(C(=O)Nc2ccc3[nH]c(=O)[nH]c3c2)cc2ccccc2c1Br	0.6	1	-0.4	1	3	2	-1	3	-26
23	Nc1cc(Cl)ccc1N1CCOCC1	nt	1	0.2	-1	10	-3	3	8	-14
24	Cc1ccc2c(c1)C1CN(C)CCC1N2C(=O)c1cccc(S(=O)(=O)N(C)C)c1 (stereo unspecified)	0.35	nt	-0.7	0	6	-5	33	25	-14
25	CC(C)(C)NS(=O)(=O)c1ccc(NS(=O)(=O)Cc2ccccc2)cc1	nt	-17	-0.2	1	3	2	9	22	-30[20 µM]
26	CC(C)C(=O)Nc1nnc(SCC(=O)NCc2ccc3c(c2)OCO3)s1	1.2	2	0.6	12*	-2	5	-5	9	-25
27	O=C1c2ccccc2NC(c2ccccc2)N1c1ccc(O)cc1 (stereo unspecified)	nt	-3	0.1	8	-8	6	5	12	-19
28	Cn1c(=O)c2c(nc(N3CCN(c4ccccc4)CC3)n2CCCc2ccccc2)n(C)c1=O	0.35	-6	1.2	-1	35	1	-12	-6	0[20 µM]
29	O=c1[nH]cc(F)c(=O)[nH]1	0.16	-9	0.4	-3	-7	-5	-9	-3	-8
30	CN(CCc1ccccn1)C(=O)CN(C)S(=O)(=O)c1ccc2c(c1)c(=O)n(C)c(=O)n2C	0.58	-4	1.6	-1	-3	5	-3	11	-17[20 µM]
31	COc1ccc(CCN2CNc3c(c(=O)n(C)c(=O)n3C)C2)cc1	0.074	-11	0.5	-1	5	0	-1	20	-18
32	CN1CC(c2ccc(C#N)cc2)C2(COc3ccccc3C2=O)C12C(=O)Nc1ccccc12 (stereo unspecified)	0.17	3	-0.6	-2	4	2	5	1	-14[20 µM]
33	CCOc1cc(N2CCOCC2)c(OCC)cc1NC(=O)C1=NN(c2cccc(C)c2)C(=O)CC1	-0.52	1	-0.1	3	0	0	0	8	-19
34	CN(C(=O)CSc1nnc(-c2cccnc2)n1-c1ccccc1F)C1CCS(=O)(=O)C1 (stereo unspecified)	-0.64	-2	1.1	1	-12	4	-3	2	-18
35	CN1CCN(C(=O)c2cnn(-c3ccccc3)c2NC(=O)c2ccccc2F)CC1	nt	-18	-0.6	1	3	1	4	10	-26
36	Cc1ccc(CNC(=O)C2(NC(=O)Nc3ccc(C)cc3)CCCCC2)cc1	nt	4	0.5	-1	-3	-5	-8	-7	-23[20 µM]
37	O=C(C[n+]1ccc(C(=O)NCc2ccccc2)cc1)c1ccc(OC(F)F)cc1	-0.62	nt	0.7	1	-7	6	-1	8	-23
38	C=CCn1c(SCC(=O)Nc2cc(C)ccc2OC)nnc1-c1ccco1	-2.7	-10	-1.9	15*	5	-2	5	14	-8
39	O=C(Nc1cccc(-c2nc3cccnc3s2)c1)c1ccco1	-0.13	0	-1.1	1	-2	5	2	12	-16[20 µM]
40	CCCCCCSc1nnc(N)s1	-0.037	-6	0.8	4	-2	4	-11	4	-13
41	CC1CC(C(F)(F)F)n2ncc(C(=O)O)c2N1 (stereo unspecified)	0.51	-9	0.5	-1	-4	2	-3	1	-13
42	COc1ccccc1NS(=O)(=O)c1cc(NC(=O)c2sccc2C)ccc1N1CCOCC1	0.052	4	1.6	1	4	8	2	10	-26
43	O=C(Nc1ccccc1)N(CCCN1CCOCC1)Cc1cc2cc3c(cc2[nH]c1=O)OCCO3	-0.28	13	0.3	3	4	1	4	10	-8[20 µM]
44	CCOC(=O)c1[nH]c(C)c(/C=N/O)c1C	-0.53	-1	0.3	-3	2	-1	2	3	-16
45	CCOC(=O)C1CCN(C(=O)C(C)Oc2ccc(Br)cc2)CC1 (stereo unspecified)	-0.014	15	-0.1	-3	3	-3	-3	4	-7

Some values from above.
Entry for `COc1ccc(CCN2CNc3c(c(=O)n(C)c(=O)n3C)C2)cc1` in PERK inhibitor: 0.5
Entry for `CN1CCN(C(=O)c2cnn(-c3ccccc3)c2NC(=O)c2ccccc2F)CC1` in PERK inhibitor: -0.6

Carrying on.
#	SMILES	Cl transport mod	KLK5 inh	PERK inhibitor	Wee1 stabilizer	Thrombin inh	p97 inhibitor	FXIa inh	FXIIa inh 1536	Furin inhibitor
46	Cc1cccc(CN2CCNC2=O)c1	-0.0087	-8	1.1	2	0	1	16	14	-10
47	Cc1cccc(NC(=O)COc2ccc(/C=N\n3cnnc3)cc2)c1	-1.6	-11	-0.4	1	-6	0	-3	3	-22
48	Cc1cccc(N2CCN(C(=O)CC(NC(=O)c3ccccc3)c3ccccc3)CC2C)c1 (stereo unspecified)	0.044	-1	-0.1	2	-5	3	8	14	-8
49	CC/C(=N\NC(=O)CNC(=O)/C=C/c1ccco1)c1ccccc1	-0.8	0	0.3	-3	-1	1	5	12	-3[20 µM]
50	COc1ccc(C(=O)NCc2nnc(SCC(=O)NO)n2Cc2ccccc2)cc1	0.0011	-29	1.1	3	-1	0	-9	-9	-25
51	O=C(Nc1ccc(Cl)cc1)c1ccc2c(c1)OCO2	1.2	-8	0.6	0	0	1	3	17	-23[20 µM]
52	O=C(/C=C/c1ccc(Cl)cc1)N1CCN(c2c(Cl)cccc2[N+](=O)[O-])CC1	0.22	-7	-0.8	2	0	2	5	12	-20
53	CCCCNC(=O)C1COc2ccccc2O1 (stereo unspecified)	1.9	-3	0.0	0	2	4	-1	10	-29
54	CN1CCN(C(=O)/C(C#N)=C/c2ccc(OC(F)F)cc2)CC1	0.16	-3	1.3	1	-3	3	-6	5	-24
55	C[C@]12CC[C@@H]3c4ccc(O[C@@H]5O[C@H](C(=O)O)[C@@H](O)[C@H](O)[C@H]5O)cc4CC[C@H]3[C@@H]1C[C@@H](O)[C@@H]2O	1.6	6	nt	nt	6	nt	6	11	-18
56	C=CCNS(=O)(=O)c1cccc2cc(C(=O)O)c(O)cc12	nt	-146	0.8	-1	0	2	1	7	-14

Source: PubChem BioAssay (several laboratories)
